# Screens: PubChem BioAssay, National Center for Advancing Translational Sciences (NCATS)
# Pf growth 96h: P. falciparum growth inhibition at 96 hours. Potency, µM (top dose mostly 28.7 µM), for the others: top-dose activity change, negative = inhibition, hits mostly inhibitors. P. falciparum luciferase reporter growth, 96 h. 320,000 tested, 6.9% active; also: potency is read from the fitted curve at half-maximal effect; % is scaled to controls: 0 for no effect and ±100 for the full control effect
#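 96 h incubation, 37 C, 5% CO2, of luciferase-reporter P. falciparum-infected RBCs (2% hematocrit, 0.05% parasitemia final) with test compounds; endpoint luminescence.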
# HCV inhibitor: HCV inhibition; Huh7.5.1 HCVcc-Cre infection, luciferase reporter, 44 h; Potency, µM (top dose mostly 41.8 µM), without a hit: top-dose activity change, negative = inhibition, hits mostly inhibitors; 340,000 tested, 3.4% active; AID 651820; also: potency is read from the fitted curve at half-maximal effect; % is scaled to controls: 0 for no effect and ±100 for the full control effect
#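 Infectious HCVcc-Cre (~0.5 moi) was added to cells just after compound, with cells seeded 4 h earlier at 1,000 per well. Luciferase activity after 44 h culture reported infection; substrate was incubated 15 min at room temperature before reading.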
# Shiga inhibitor: inhibitors of Shiga toxin in Vero cells; Vero cells, Shiga toxin protein synthesis inhibition reporter; inhibition, % at 38.7 µM; 290,000 tested, 9.2% active; in the data active = inhibition mostly above about 28%, no sharp cut-off; inactive = mostly below about 43%; also: 0% is about no effect
# LmPK inhibitor: LmPK (Leishmania mexicana) enzyme inhibition | 290,000 tested, 0.37% active | Q27686 | Potency, µM (titrated, usually from 57.5 µM), for inactives: at the highest dose activity change, negative = inhibition, actives largely listed as inhibitors | purified LmPK, Kinase-Glo ATP luminescence, 1 h; also: potency is read from the fitted curve at half-maximal effect; % is scaled to controls: 0 for no effect and ±100 for the full control effect
# Target sequence (Q27686 whole entry, looked up): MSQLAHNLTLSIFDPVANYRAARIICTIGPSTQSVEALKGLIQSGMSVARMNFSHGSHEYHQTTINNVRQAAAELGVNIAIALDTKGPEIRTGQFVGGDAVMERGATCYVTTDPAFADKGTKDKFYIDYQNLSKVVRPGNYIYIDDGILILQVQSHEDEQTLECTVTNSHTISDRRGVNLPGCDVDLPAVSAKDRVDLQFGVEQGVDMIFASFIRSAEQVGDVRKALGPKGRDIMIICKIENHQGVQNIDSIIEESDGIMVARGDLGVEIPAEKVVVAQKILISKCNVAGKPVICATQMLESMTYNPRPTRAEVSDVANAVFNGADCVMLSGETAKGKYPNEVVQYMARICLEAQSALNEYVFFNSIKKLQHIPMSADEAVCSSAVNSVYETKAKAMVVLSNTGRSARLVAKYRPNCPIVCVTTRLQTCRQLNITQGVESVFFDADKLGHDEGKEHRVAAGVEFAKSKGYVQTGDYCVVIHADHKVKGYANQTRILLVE
#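 Kinase-Glo luminescence read after 1 h RT reaction of 0.1 nM LmPK with 0.5 mM PEP and 0.1 mM ADP. Activity scaled between uninhibited and enzyme-free controls.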
# Tb PYK inh: inhibitors of Trypanosoma brucei pyruvate kinase; AID 624173; Q57TT1; TbPYK enzyme, Kinase-Glo Plus ATP luminescence, 45 min; 410,000 tested, 0.12% active; Potency, µM (top dose mostly 76.8 µM), without a hit: top-dose activity, negative = inhibition, usual class: inhibitors; also: potency is read from the fitted curve at half-maximal effect; % is scaled to controls: 0 for no effect and ±100 for the full control effect; nearly all actives have a fitted effect of over 50% in size
#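 Luminescent Kinase-Glo Plus end-point after 45 min room-temperature reaction of T. brucei pyruvate kinase started with 130 uM ADP (final). Buffer TEA 50 mM pH 7.2 with KCl, MgCl2, BSA, Tween-20; titration-based qHTS with fitted concentration-effect curves.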
# Pf growth 48h: P. falciparum growth inhibition at 48 hours (one generation); P. falciparum luciferase growth in erythrocytes, 48 h; Potency, µM (series often up to 28.7 µM), inactives show top-dose activity change, negative = inhibition, usual class: inhibitors; 310,000 tested, 5.9% active; AID 504832; also: potency is read from the fitted curve at half-maximal effect; % is scaled to controls: 0 for no effect and ±100 for the full control effect
#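 First compound was added to culture medium, then infected red cells at 0.1% parasitemia and 2% hematocrit (final). After incubation at 37 C under 5% CO2, luciferase detection reagent was dispensed and light output recorded.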
# Cycloheximide cs: affects cycloheximide protein synthesis inhibition readout, counter-screen. cell reporter, cycloheximide protein synthesis inhibition counterscreen. max response, %. 300,000 tested, 12% active. AID 2314; in the data active = max response mostly above about 13%, no sharp cut-off; inactive = mostly below about 14%; also: read at 38.3 µM for the half of the compounds with a filed dose; 0% is about no effect
# Numbers without * were called inactive; ? = inconclusive; nt = not tested or not shown; & = joins results of further samples; [ ] = dose if it differs, or a comment. Unless noted, calls follow the shape of the dose curve; as a rule, active = well fitted curve in the direction sought with a large enough effect; inconclusive = small, poorly fitted or top-dose-only effect, or another doubt; inactive = no such curve, though single readings can be large; an effect the other way counts as inactive or inconclusive.
# Preview:
SMILES	Pf growth 96h	HCV inhibitor	Shiga inhibitor	LmPK inhibitor	Tb PYK inh	Pf growth 48h	Cycloheximide cs
Cc1cccc(NP(=O)(Oc2ccccc2F)Oc2ccccc2F)c1C	32%[activator]	-1%	12	3%	0%	?	5
O=C(Nc1ccon1)c1csc2ccccc12	nt	-5%	31	-2%	-2%	-9%	9.7*
Cc1ccc(-c2cc(C(=O)N3CCN(C(=O)c4ccco4)CC3)[nH]n2)c(C)c1	?	-10%	8	1%	-9%	-13%	-1
Cc1noc(NS(=O)(=O)c2ccc(N3CC(O)=C(c4ccccc4)C3=N)cc2)c1C	-3%	10%	2	4%	-3%	17%	7

# Main list, from the first entry:
SMILES	Pf growth 96h	HCV inhibitor	Shiga inhibitor	LmPK inhibitor	Tb PYK inh	Pf growth 48h	Cycloheximide cs
Cc1cccc(NP(=O)(Oc2ccccc2F)Oc2ccccc2F)c1C	32%[activator]	-1%	12	3%	0%	?	5
O=C(Nc1ccon1)c1csc2ccccc12	nt	-5%	31	-2%	-2%	-9%	9.7*
Cc1ccc(-c2cc(C(=O)N3CCN(C(=O)c4ccco4)CC3)[nH]n2)c(C)c1	?	-10%	8	1%	-9%	-13%	-1
Cc1noc(NS(=O)(=O)c2ccc(N3CC(O)=C(c4ccccc4)C3=N)cc2)c1C	-3%	10%	2	4%	-3%	17%	7
CC(C)C(C(=O)C=[N+]=[N-])N1C(=O)c2ccccc2C1=O (configuration not stated)	?	23%	-12	0%	-1%	9%	-1
O=C(COc1ccc(Cl)cc1Br)Nc1ccncc1	?	?	47*	2%	-6%	1%	58*
Cc1ccc(C(c2c(C)n(C)n(-c3ccccc3)c2=O)c2c(C)n(C)n(-c3ccccc3)c2=O)s1	?	-22%	25	0%	1%	?	1
CCC(C(=O)NC1CCCC1)N(Cc1ccccc1Cl)C(=O)c1snc(C(N)=O)c1N (configuration not stated)	10%	?	-10	-1%	2%	?	-1
CCCCN(CCCC)S(=O)(=O)c1ccc(SCC(=O)OCC)c([N+](=O)[O-])c1	-28%	-4%	-19	4%	3%	nt	-4
CCn1cc(C(=O)O)c(=O)c2cc(F)c(N3CCN(C(=S)NC(=O)c4ccc(OC)cc4)CC3)cc21	?	2%	-7	-6%	-26%	?	-1
COc1ccc(N(CC(=O)N2CCN(c3ccc(F)cc3)CC2)S(=O)(=O)c2c(C)n[nH]c2C)cc1	28%	-14%	-17	-3%	-1%&9%	-25%	2
CCC(=O)N1N=C(c2ccc(C)o2)CC1c1ccc(Br)cc1 (configuration not stated)	?	-28%	55	4%	-7%	-15%	16
O=c1[nH][nH]cc1C=Nc1cc(Cl)ccc1O	6.6µM*	-25%	-18	3%	5%	?	8
Cc1ccccc1S(=O)(=O)c1c(C)cc(C)n(C(C)C)c1=O	?	-22%	13	3%	-11%	-21%	-4
CC(C)c1ccc(CCNC(=O)CSC(=S)N2CCCC2)cc1	-5%	11%	nt	nt	1%	15%	nt
COc1ccc(-n2nc(C(=O)NCC(=O)N3CC(C)CC(C)C3)c3ccccc3c2=O)cc1OC (configuration not stated)	1.7µM*	0%	-6	-8%	-4%	5.9µM*	-3
COc1ccc(NC(C)=[N+](C)CCNS(=O)(=O)c2ccc(Cl)cc2)cc1Cl	?	-16%	21	-9%	-4%	?	16*
CC1(C)[C@H](C(=O)O)N2C(=O)C[C@H]2S1(=O)=O	nt	9%	14	nt	0%	nt	-4
O=C(CN1CCc2ccccc21)NC(=O)NC1CCCCC1	19%	-5%	-6	4%	0%	-3%	-3
COc1ccc(NS(=O)(=O)c2ccc(N3CCOCC3)c(NC(=O)c3cccc(F)c3)c2)cc1	?	-45%	-9	-3%	-8%	?	-3
Cc1cc(NC(=O)c2ccc(Br)c(S(=O)(=O)N3CCCC3)c2)no1	nt	?	6	-4%	1%	10µM*	-1
CC(C)(C)OC(=O)N[C@@H](Cc1ccccc1)C(=O)N1CCC(C(=O)N[C@@H](Cc2c[nH]c3ccccc23)C(=O)O)CC1	?	11%	-12	1%	-4%	-18%	-1
COCCCNCCCCSc1ccc(Cl)cc1	?	13µM*	-6	-3%	8%	-13%	-2
C[C@]12CCC(=O)C[C@H]1CC[C@@H]1[C@@H]2CC[C@]2(C)[C@@H](O)CC[C@@H]12	?	7%	nt	nt	nt	?	nt
CSc1cccc(CN2CCCC(CO)(Cc3cccc(Cl)c3)C2)c1 (configuration not stated)	?	8%	-22	-5%	-7%	?	-4
CC(Sc1nc2c(c(=O)[nH]1)CCCC2)C(=O)Nc1ccccc1C#N (configuration not stated)	2%	-12%	-18	8%	-4%	3%	-2
Cn1c(OCc2cccnc2)nc2c1c(=O)n(Cc1ccccc1)c(=O)n2C	8%	?	-5	-4%	6%	-28%	-4
COc1cc(Cl)ccc1NC(=O)COc1ccccc1C(=O)NN	?	-22%	-11	-4%	2%	?	11
CC(C)c1ccccc1OCCNC(=O)c1cncc(Br)c1	31%[activator]	?	-17	2%	-1%	-1%	-5
O=C(c1ccccc1)c1cc(-c2ccccc2)on1	nt	7%	-6	?	-18%	160%[activator]	19*
COC(=O)c1ccc(C(=O)OC)c(NC(=O)C2CCCO2)c1 (configuration not stated)	0%	-16%	10	3%	0%	?	-3
Cc1ccc(N2CCN(CC(O)COc3cccc4ccccc34)CC2)cc1 (configuration not stated)	43%[activator]	2%	-7	-1%	4%	-6%	-2
Cc1ccc(F)c(N=Cc2c(O)c3ccccc3oc2=O)c1	41%[activator]	6%	nt	6%	-2%	17%	1
Cc1cc(C)nc(NC(=O)c2ccc(Br)s2)n1	31%[activator]	6%	nt	-8%	-2%	43%	1
CCC(C)(C)NC(=O)CN(C(=O)CNS(=O)(=O)c1ccccc1)c1ccc2c(c1)OCCO2	22%	8%	-9	7%	-19%	-20%	1
Cc1cc(N=Nc2ccc(Cl)cc2)cc(CN2CCOCC2)c1O	2.3µM*	-13%	-1	-2%	1%	4.7µM*	-3
COC(=O)c1ccccc1NC(=O)COC(=O)CSc1nnc(N)s1	-2%	7%	1	6%	-6%	5%	-1
COCCCN1C2=C(C(=O)CC(C)(C)C2)C(c2ccc(OC)c(OC)c2)C2=C1CC(C)(C)CC2=O	?	19%	-8	2%	1%	-12%	4
Cc1ccc(OCc2n[nH]c(=S)n2N)cc1C	?	10%	5	6%	-26%	59%[activator]	7
COc1ccc(C)cc1Nc1n[n+](C)c(-c2ccc(C(=O)O)cc2)s1	8%	nt	-6	2%	nt	-3%	-3
CC1CCN(CCCNC(=O)c2ccc(CS(=O)(=O)Cc3ccc(Cl)cc3)o2)CC1	-21%	?	-1	-3%	-2%	4%	-2
CC(C)NC(=O)COC(=O)c1ccccc1Oc1ccccc1	nt	?	-17	3%	-1%	10%	-4
CCCN(CC1CC1)C(=O)COC(=O)c1oc2c(F)cccc2c1C	?	-13%	nt	nt	-12%	?	nt
O=C(O)c1cc(S(=O)(=O)N2CCOCC2)ccc1N1CCCCC1	11%	17%	-19	1%	6%	-10%	-4
O=C(O)C1Sc2[nH]c(=O)sc2C2c3ccc(O)cc3OC(=O)C12 (configuration not stated)	86%[5.75 µM]	-6%	-14	-5%	-10%	13%	-4
COc1ccccc1N1CCN(S(=O)(=O)c2cc3c(cc2C)NC(=O)CO3)CC1	33%[activator]	-8%	6	-6%	-3%	-15%	-1
CC(C)(C)C(=O)Nc1nc2cc3c(cc2s1)OCO3	170%[activator]	?	71*	9%	-1%	135%[activator]	37*
O=C(CN1C(=O)NC2(CCCC2)C1=O)OCCOc1ccccc1	-21%	0%	-9	-2%	0%	-8%	2
Fc1cc(F)cc(Nc2nc(Cl)nc(NC3CCCC3)n2)c1	?	nt	nt	nt	0%	1%	nt
Brc1ccc(-c2nc3ncccn3c2Nc2ccc3c(c2)OCCO3)o1	24%	-21%	15	-1%	-4%	nt	29

# Carrying on.
SMILES	Pf growth 96h	HCV inhibitor	Shiga inhibitor	LmPK inhibitor	Tb PYK inh	Pf growth 48h	Cycloheximide cs
CCCCCC(C)NC(=O)c1cc(S(=O)(=O)N2CCCCC2)ccc1N1CCOCC1 (configuration not stated)	?	-25%	nt	nt	0%	13µM*	nt
COc1ccc(OC)c(/C=C/C(=O)OCC(=O)N2CCCC2)c1	5%	?	nt	nt	-8%	?	nt
CCCN1CCN(C(=O)Cn2cnc3ccc(S(=O)(=O)N4CCC(C)CC4)cc3c2=O)CC1	?	20%	-14	1%	-3%	-13%	4
O=C(NCc1nc2ccccc2[nH]1)C1=C[C@H](c2ccccc2)C[C@H](OCc2ccc(CO)cc2)O1	1.7µM*	?	29	1%	4%	1µM*	15*
CN1C(C(=O)NCc2cccc(Br)c2)CC2Cn3c(nc4ccccc43)C21 (configuration not stated)	14%	7%	-3	0%	3%	0%	1
COc1cc(C2CC(=O)n3c(nc4ccccc43)S2)cc(OC)c1OC (configuration not stated)	-2%	26%	-7	6%	nt	-10%	-1
C/C(=N/NC(=O)c1nnn(-c2nonc2N)c1COc1ccccc1)c1ccc(O)cc1	70%[activator]	1%	1	5%	1%	13%	-1
CCc1cc(C(=O)Nc2ccccc2N2CCOCC2)sc1C	?	-15%	nt	nt	2%	-1%	nt
COCCCn1c(O)c(/C=C2\N=C(C#N)C(=Nc3ccc(C)cc3)O2)sc1=S	-8%	?	21	-25%	?	?	10
CN1C(=O)c2cccc3c(S(=O)(=O)N4CCCC4C(=O)O)ccc1c23 (configuration not stated)	7%	6%	-6	-9%	0%	13%	-3
COC(=O)C1C2c3ccccc3OC1(C)N=c1s/c(=C/c3cnn(C)c3)c(=O)n12 (configuration not stated)	?	-1%	-2	-6%	-16%	?	-2
CC(C)Oc1cccc(C(=O)C2CCCN(C(=O)c3ccccn3)C2)c1 (configuration not stated)	?	-19%	7	5%	-10%	21%	11
Cc1cc(O)c(C=Nc2cccc(Cl)c2)c(=O)o1	0%	5%	2	-5%	0%	28%	-4
COc1ccccc1Nc1nc(N)nc(CN2CCCCCC2)n1	nt	-24%	-16	7%	-4%	?	-3
CCC1(c2ccc(OC)cc2)NC(=O)N(CC(=O)c2ccc3c(c2)OCCO3)C1=O (configuration not stated)	?	?	nt	nt	-9%	?	nt
O=C(NC1CCCC1)C1CCN(c2cnccn2)CC1	?	14%	14	2%	-7%	36%[activator]	-1
COC(=O)[C@H](C)NC(=O)Nc1ccccc1F	?	2%	-22	4%	8%	5%	-6
CCN(CCn1cccn1)C(=O)CC1C(=O)NCCN1Cc1ccc(F)cc1 (configuration not stated)	-8%	9%	21	2%	4%	23%	-1
CCOC(=O)c1c(C)[nH]c(C(=O)NCCN2CCOCC2)c1C	8%	1%	2	-2%	-6%	13%	-4
Cc1csc(NC(=O)CSc2ncn(-c3ccccc3)n2)n1	0%	2%	-15	0%	1%	11%	-3
